Screening results as filed in PubChem.
DSG3 Ab inh – inhibitors of pemphigus antibody binding to human desmoglein-3; binding (percent of control), % at 10 µM; P32926; DSG3-coupled beads, scFv-anti-DSG3-GFP binding, flow cytometry; stronger effect = lower value; 310,000 compounds, 0.48% hits; AID 588358;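 active means binding more than 3 SD below its plate's average and above zero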; further: some compounds called inactive have numbers as strong as hits
Arr AP2 block – blocks beta-arrestin peptide binding to AP2 adaptin | FITC-arrestin peptide / GST-AP2 beads, flow cytometry; AP2 beta2 appendage carries R879A mutation | inhibition, % at 10 µM | 340,000 compounds, 0.31% hits | AID 504490;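 active means inhibition above a set limit, near 3 SD of compounds lacking own fluorescence, cut at about 54% in these data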;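 further: plate controls were DMSO wells for no effect and 5 µM unlabelled arrestin peptide for full effect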
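test system = AP2 appendage R879A on GSH beads | buffer or medium = PBS plus Tween 20 (0.05%) and BSA (0.1%) | incubation = 12 min plus 1 h, RT | detection = bead flow cytometry, FITC channel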
V-ATPase pH – alters yeast V-ATPase proton transport. S. cerevisiae, pHLuorin cytosolic pH fluorescence. response, % at 10 µM. 350,000 compounds, 0.37% hits. AID 504577; in the data active means response mostly above about 7.3%, no sharp cut-off; inactive means mostly below about 5.4%; further: actives read high; inactives centre near 0; some compounds called inactive have numbers as strong as hits; reference of the scale not given here
MOR-DOR inv ag – mu-delta opioid heterodimer inverse agonism; P35372+P41143; cell-based MOR-DOR heterodimer luminescence; AID 504357; inhibition, % at 9.3 µM; 340,000 compounds, 0.21% hits; in the data active means inhibition above about 22%, passing the limit was not always enough;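 further: 0% = cells with DMSO and 100% = wells without cells with DMSO; values of inactives mirror those of a sister screen read the other way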
LANA DNA inh – blocks KSHV LANA C-terminal domain binding to DNA; MBP-C-LANA/FAM-LBS DNA binding, fluorescence polarization; inhibition, % at 9 µM; 340,000 compounds, 0.078% hits;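 active means highest replicate inhibition at or above 60% at 9 µM, even if other replicates fall short; inactive means all replicates below 60% inhibition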;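 further: 0% = neutral control wells and 100% = 4 µM acridine orange control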
Wnt act – activators of Wnt/beta-catenin signaling; Wnt/beta-catenin reporter cell assay, activator, plate reader; activation, % at 9.35 µM; 300,000 compounds, 1.2% hits; AID 743398; in the data active means activation above about 30%, passing the limit was not always enough;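 further: 0% = neutral control wells and 100% = positive control wells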
OPRM1-OPRD1 ag – OPRM1-OPRD1 heterodimerization agonism | P35372+P41143 | cells, luminescence | activation, % at 9.3 µM | 340,000 compounds, 0.3% hits; in the data active means activation above about 18%;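 further: 0% = vehicle-treated cells and 100% = reference agonist; values of inactives mirror those of a sister screen read the other way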
RTF Ca sens inh – cardiac RTF calcium desensitization. P19429+P45379. IANBD-labeled cardiac RTF, Ca2+ fluorescence. inhibition, % at 7.15 µM. 340,000 compounds, 0.12% hits. AID 493244;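 active means inhibition above the mean inhibition of all tested compounds plus 3 SD, cut at about 17% in these data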;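 further: assay run at fixed EC70 calcium of 1.6 mM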
RTF Ca sens act – cardiac RTF calcium sensitization; IANBD-labeled TnC RTF fluorescence at EC20 calcium; 0% EC20 calcium, 100% full calcium; activation, % at 7.2 µM; 340,000 compounds, 0.24% hits; AID 493008;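 active means activation above the mean over all tested compounds plus 3 SD, cut at about 30% in these data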;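 further: rise in fluorescence read as greater calcium sensitivity of cardiac thin filaments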
Keap1-Nrf2 PPI – disrupts human Keap1 binding to Nrf2 peptide; inhibition, % at 9.4 µM; Q14145; AID 504523; Keap1 Kelch-Nrf2 peptide fluorescence polarization, 1536-well; 340,000 compounds, 0.15% hits; in the data active means inhibition above about 12%;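 further: human Keap1 Kelch domain with fluorescein labeled Nrf2 9mer peptide probe; 0% = neutral control wells and 100% = peptide positive control; higher means more block of Keap1 binding to Nrf2 peptide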
Target sequence (Q14145 whole entry, looked up, the tested form may be a part): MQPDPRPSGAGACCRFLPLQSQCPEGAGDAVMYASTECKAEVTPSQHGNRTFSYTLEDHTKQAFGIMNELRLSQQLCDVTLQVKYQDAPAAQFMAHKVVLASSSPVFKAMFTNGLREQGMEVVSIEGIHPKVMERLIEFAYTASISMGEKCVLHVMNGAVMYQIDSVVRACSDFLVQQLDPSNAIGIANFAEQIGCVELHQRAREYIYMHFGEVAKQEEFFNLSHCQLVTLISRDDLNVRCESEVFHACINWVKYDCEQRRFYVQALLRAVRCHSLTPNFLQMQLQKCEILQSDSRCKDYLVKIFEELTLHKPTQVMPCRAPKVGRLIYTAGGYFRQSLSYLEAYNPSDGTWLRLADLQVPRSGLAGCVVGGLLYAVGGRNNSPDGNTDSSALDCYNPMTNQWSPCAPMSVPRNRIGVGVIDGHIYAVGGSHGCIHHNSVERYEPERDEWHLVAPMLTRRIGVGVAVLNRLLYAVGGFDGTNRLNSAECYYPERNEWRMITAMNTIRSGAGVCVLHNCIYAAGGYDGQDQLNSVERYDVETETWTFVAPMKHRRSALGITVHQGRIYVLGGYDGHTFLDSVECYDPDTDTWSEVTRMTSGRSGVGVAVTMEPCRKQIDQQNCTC
* hit, by the source's call; . = no result given.

Results follow in this order: DSG3 Ab inh	Arr AP2 block	V-ATPase pH	MOR-DOR inv ag	LANA DNA inh	Wnt act	OPRM1-OPRD1 ag	RTF Ca sens inh	RTF Ca sens act	Keap1-Nrf2 PPI
> O=C(Nc1ccncc1)c1cc(S(=O)(=O)N2CCCCC2)ccc1Cl
 : 102	0	1	6	-1.4	-5	-0.9	-8	-1	1
> COc1cccc(NC(=O)C(=O)NCCC2CCCCN2S(=O)(=O)c2ccccc2)c1 (centres undefined)
 : 99	23	-6	6	-0.7	-3	-0.9	-3	-5	-6
> CCOc1ccc(-c2nc3ccccc3c(=O)o2)cc1
 : 104	15	0	0	41	16	0.0	-1	4	5
> c1ccc(C(c2ccccc2)c2noc(CN3CCC(c4ccncc4)CC3)n2)cc1
 : 118	28	-4	0	-1.8	-2	0.1	-4	1	-4
> CC(=O)Nc1ccc(NC(=O)C(Cc2ccccc2)NC(=O)C2CCCCC2)cc1 (centres undefined)
 : 80	-1	-1	5	-0.7	-3	-1.0	-7	1	-3
> COc1cccc(OC)c1C(=O)Nc1ccc(C)cc1C(=O)c1ccccc1
 : 109	1	2	-13	1.3	0	2.5	-2	4	5
> CCC(=O)Nc1ccc(-c2cc3ccccc3oc2=O)cc1
 : 86	-8	-5	10	-0.1	.	-1.5	2	1	1
> COc1ccc(NC(=O)Cn2c(=O)c(C)nc3ccccc32)cc1Cl
 : 94	-7	0	18	-2.8	9	-3.3	-12	4	-4
> Cc1ccc(NC(=O)CN(C)C2CCCCC2)cc1Br
 : 104	9	0	-30	0.6	-1	5.6	2	6	-8
> Cc1ccc(CNC(=O)CCn2cc(-c3ccc(C)cc3)nc2-c2ccncc2)cc1
 : .	3	-2	11	-0.8	-1	-1.9	3	18	-4
> COc1cc(OCc2ccccc2)c(OC)c(OCc2ccccc2)c1
 : 106	8	-1	-57	1.3	1	11	2	2	-2
> O=C(CN1N=C(c2ccccc2)CCC1=O)NCCCN1CCc2ccccc2C1
 : 100	1	1	7	0.3	.	-1.4	-8	6	-4
> CNCCOc1ccccc1-c1ccccc1
 : 91	24	1	-7	1.6	0	1.2	-3	4	-4
> COc1ccccc1N1CC(C)(C)C(=O)N(C(=O)c2ccc(C)cc2)C1=S
 : 105	2	-1	10	1.9	-4	-2.0	-9	1	3
> O=C(O)c1ccc(NC(=O)C2(c3ccccc3)CCOCC2)cc1
 : 112	5	0	15	0.1	.	-3.7	-5	1	-1
> CC1CN(Cc2nc3c(c(=O)n(C)c(=O)n3C)n2CCCO)CC(C)O1 (centres undefined)
 : .	-1	-3	14	-1.1	.	-2.7	-3	-2	-7
> COC(=O)c1ccc(OC(=O)c2cccs2)cc1
 : 82	17	1	3	1.8	-1	-0.7	2	2	-3
> CCOc1ccc(NS(=O)(=O)c2ccc(C)c(C(=O)NCCCn3ccnc3)c2)cc1
 : 104	42	-2	10	-0.4	-6	-2.0	2	-3	2
> Cc1ccccc1N1CC(C(=O)N2CC(C)OC(C)C2)CC1=O (centres undefined)
 : .	39	-4	-1	-2.2	1	0.1	-3	-4	-1
> O=C(NCc1cccnc1)NC1(C(F)(F)F)Oc2ccc(Cl)cc2O1 (centres undefined)
 : 98	-3	3	4	0.3	.	-0.6	3	-6	-7
> O=C1N(O)C2(C=CCCC2)/C(=N\O)C12CCCCC2 (centres undefined)
 : 107	2	0	0	1.6	-5	-0.1	-14	0	-2
> CCOc1ccc(NC(=O)c2ccccc2C(=O)c2ccccc2)cc1OCC
 : 117	39	1	-9	-1.9	1	2.0	2	-1	0
> Cc1ccc(CNC(=O)c2nnn(CC(=O)Nc3cccc(C)c3C)c2N)cc1
 : 99	-1	0	-45	0.7	0	8.7	-1	0	-2
> CCCCCCCCCCCCOC1OC(CO)C(O)C(O)C1NC(C)=O (centres undefined)
 : 85	-1	3	17	0.1	-1	-3.2	-4	-10	1
> O=C1NC(=O)/C(=C\c2cn(Cc3ccccc3F)c3ccccc23)N1
 : 98	-9	1	-4	-0.6	-1	0.7	-5	-1	-3
> CC(=O)Nc1ccc(S(=O)(=O)N2CCN(C(=O)N3CCCCC3)CC2)cc1
 : 96	6	-3	-2	0.1	0	0.5	-7	4	-4
> Cn1ccsc1=NC(=O)c1ccc(Cl)cc1
 : 84	1	0	8	0.2	15	-1.8	8	3	0
> CCN(CC)C(=O)CSc1nc(O)cc(=O)n1-c1ccccc1OC
 : 99	5	0	12	0.3	-1	-2.4	3	-1	-4
> CNc1cc(C(F)(F)F)nc(-c2ccccn2)n1
 : 102	8	-1	8	-1.5	-6	-1.6	-7	4	-2
> CCOc1ccccc1NC(=O)CN(Cc1ccccc1)S(C)(=O)=O
 : .	-1	-7	11	-1.1	-2	-2.3	-3	-1	-1
> Cc1cc(C)n(-c2ccc(NC(=O)C3CCN(Cc4cnc(C)s4)CC3)cc2)n1
 : 111	23	6	8	-1.3	-2	-1.4	-3	-2	-5
> COc1ccccc1N1CCN(C(=O)[C@H](C)NS(=O)(=O)c2ccc3c(c2)OCCCO3)CC1
 : 100	-5	5	12	1.5	-2	-3.0	-6	-1	-2
> O=S(=O)(Nc1ccc(-c2cn3c(n2)SCC3)cc1)c1cccs1
 : 87	27	-1	19	-0.5	-18	-3.0	-11	-2	-6
> CCCc1cc(C(=O)N2CCC(n3nccc3NC(=O)c3ccc(OC)cc3)CC2)no1
 : .	-10	2	14	1.0	0	-2.6	1	1	-6
> CCCc1nnc(SCC(=O)N2CCCCC2)n1CCCOC
 : 94	19	-1	11	0.7	-2	-1.8	13	3	2
> Cc1onc(-c2c(Cl)cccc2Cl)c1C(=O)N1CCN(c2ccc(F)cc2)CC1
 : 85	-2	3	2	0.0	-11	-0.3	11	-3	-2
> COc1cc2c(cc1OC)CN(C(=O)c1cccc([N+](=O)[O-])c1)CC2
 : 116	0	0	10	-0.9	2	-2.0	-2	9	-2
> CN(C(=O)c1cccc(NC(=O)Cc2ccc(NC(=O)C3CCCN(C(=O)C4CC4)C3)cc2)c1)C1CCC1 (centres undefined)
 : 93	-7	-2	4	8.2	-2	-0.9	-13	-2	3
> CCN(CC)S(=O)(=O)c1cccc(-c2cn3cccnc3n2)c1
 : 89	2	-1	-4	0.2	-1	0.9	0	1	-1
> Cc1ccnc(SCC(=O)N2CCc3ccccc3C2)n1
 : 104	2	-1	13	-1.1	4	-2.7	-1	1	0
> Cc1ccc(NC(=O)CN(c2cc(C)cc(C)c2)S(=O)(=O)c2c(C)noc2C)nc1
 : 109	4	1	-5	-1.0	-5	0.9	-10	8	4
> COc1ccc(NC(=S)N2CCC(c3nc4ccc(Cl)cc4[nH]3)CC2)c(OC)c1
 : 105	14	-3	8	0.1	-4	-1.5	-6	-1	1
> C=CCOc1ccc(C2C(C#N)=C(N)N(N(C)C)C3=C2C(=O)CCC3)cc1 (centres undefined)
 : 94	-7	-4	14	-0.4	11	-3.0	-3	0	1
> COc1ccc(-n2c(N)c(Br)c(=O)[nH]c2=O)cc1
 : 105	-11	-2	22	-1.2	0	-3.8	1	2	-2
> CCN(CC)S(=O)(=O)c1ccc2nc(CSc3nnnn3-c3ccc(O)cc3)[nH]c2c1
 : .	4	3	9	-0.3	-3	-1.6	1	2	-2
> CC(OC(=O)c1ccc(-c2ccc([N+](=O)[O-])cc2)o1)C(=O)NC(N)=O (centres undefined)
 : 98	10	-2	-17	0.4	2	3.0	-6	1	0
> CC(C)c1ccc(NC2CCCN(C(=O)CN3C(=O)CSC3=O)C2)cc1 (centres undefined)
 : 102	-3	0	3	-0.3	0	-0.6	5	-4	4
> Cc1c2cnn(CC(=O)O)c(=O)c2c(C)n1Cc1ccccc1
 : 82	-3	-2	9	0.4	-5	-1.7	1	5	-2
> COc1ccc(C(=O)c2c(-c3ccc(OC)cc3)oc3ccc(-c4ccc(OC)nc4)cc23)cc1
 : 95	-7	1	8	1.2	-4	-1.7	-17	3	-9
> O=C(CN1CCOc2ccccc21)NC1CC1
 : 109	3	0	7	1.7	4	-1.3	-9	0	-3
> Cc1ccc(CNC(=O)C(=O)NCC2CCCN2S(=O)(=O)c2cccs2)cc1 (centres undefined)
 : 126	-33	6	14	-1.4	-3	-2.6	10	0	-3
> O=C(CSc1nc(CCC2CCCC2)nc2ccccc12)NCc1ccc2c(c1)OCO2
 : 95	3	-2	-7	2.6	-2	1.1	-21	3	-2
> COc1ccccc1NC(=O)C[n+]1ccccc1
 : 101	0	0	5	1.2	-8	-0.9	-12	1	6
> O=C(NCCO)/C(=C\c1ccco1)NC(=O)c1ccco1
 : 105	-5	-1	11	2.8	1	-2.4	1	-1	-3
> Cc1cc(C)c(NC(=O)CSc2nnc(SCC(=O)Nc3c(C)cc(C)cc3C)n2N)c(C)c1
 : 99	91*	5	0	0.4	.	0.1	1	4	-1
> Cc1ccc2nc(-c3ccncc3)cc(C(=O)Nc3ccc(OC(F)F)cc3)c2c1
 : 101	18	11*	-45	0.6	-7	8.6	-6	0	9
> Cc1ccccc1-n1c(SCC(=O)NCC2CCCO2)nc2c([nH]c3ccccc32)c1=O (centres undefined)
 : 122	1	-1	54*	-0.2	-4	-9.7	-3	1	2
> CCCCN(C)CCCNC(=O)CN1C(=O)COc2ccc(S(=O)(=O)N3CCOCC3)cc21
 : 92	3	-2	12	-1.0	-5	-2.3	-1	-1	-1
> Cc1c(C(=O)OC2CCCC2C)[nH]c2c1C(=O)CCC2 (centres undefined)
 : 106	8	4	11	-0.5	4	-2.3	-3	1	1
> CCn1c(=O)n(CC)c2cc(N3CCCC3)c(NC(=O)c3cccc(OC)c3)cc21
 : 105	4	-3	14	0.9	-1	-2.6	8	-9	-2

(continued)
Results follow in this order: DSG3 Ab inh	Arr AP2 block	V-ATPase pH	MOR-DOR inv ag	LANA DNA inh	Wnt act	OPRM1-OPRD1 ag	RTF Ca sens inh	RTF Ca sens act	Keap1-Nrf2 PPI
> Cc1ccc(C)c(NC(=O)CSc2nnc(-c3ccccc3C)o2)c1
 : 107	29	2	6	-0.2	.	-1.3	0	-2	1
> CC(C)(C)OC(=O)CNC(=O)c1[nH]cnc1C(=O)Nc1ccc(Cl)cc1
 : 106	3	0	1	-1.2	-3	-0.2	10	-5	0
> COc1cc(C(=O)OCC(=O)N2CCCCC2C)cc(NC(=O)c2cccs2)c1OC (centres undefined)
 : 112	15	2	-8	0.0	-4	1.7	2	4	-2
> O=c1ccc2c([nH]1)CCCCCCCCCC2
 : 117	14	0	-2	-2.2	-1	0.5	-13	0	-6
> COc1ccccc1NS(=O)(=O)c1cc(NC(=O)c2ccc(NC(C)=O)cc2)ccc1N1CCOCC1
 : 85	-7	-1	21	-0.5	-3	-5.7	-3	-6	-5
> Cc1ccc2c(c1)cc(CN(Cc1cccnc1)C(=O)NCc1ccccc1)c1nnnn12
 : .	2	2	0	-0.4	-6	0.0	-2	-6	-3
> O=C(Nc1ccc2oc(-c3ccccc3)nc2c1)c1ccccc1F
 : 94	1	-2	-1	-2.7	.	0.1	-1	4	1

V-ATPase pH, hit marks shown above
Compound | DSG3 Ab inh | Arr AP2 block | V-ATPase pH | MOR-DOR inv ag | LANA DNA inh | Wnt act | OPRM1-OPRD1 ag | Keap1-Nrf2 PPI
Cc1ccc2nc(-c3ccncc3)cc(C(=O)Nc3ccc(OC(F)F)cc3)c2c1 | 101 | 18 | 11* | -45 | 0.6 | -7 | 8.6 | 9
